# KDM4E inh: qHTS Assay for Inhibitors of Human Jumonji Domain Containing 2E (JMJD2E); Lysine-specific demethylase 4E (Homo sapiens), B2RXH2; JMJD2E catalytic domain, FDH-coupled NADH fluorescence (FDH is formaldehyde dehydrogenase); Potency, µM (titrated, usually from 57.1 µM), for inactives: at the top dose activity change, negative = inhibition, actives largely listed as inhibitors; 1.6% of 230,000 active; AID 2147, 2009; active means well fitted inhibition curve with a large enough effect, not every such curve was filed as active; inconclusive means small, poorly fitted or top-dose-only effect, or another doubt; inactive means no such curve, though single readings can be large or run the other way;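 further: 0% = wells with enzyme and -100% = buffer wells without enzyme; nearly all actives have a fitted effect of over 50% in size; many of its hits are not listed in these tables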
# LMNA splice mod: qHTS Assay for Modulators of Lamin A Splicing. HeLa LMNA splicing GFP/RFP minigene ratio, 48 h. Potency, µM (titrated, usually from 46.1 µM), for the others: top-dose ratio change, negative = inhibition, hits mostly inhibitors. 0.01% of 200,000 active; active means well fitted inhibition curve with a large enough effect in the signal ratio, with a control signal flat, not every such curve was filed as active; inconclusive means small, poorly fitted or top-dose-only effect, or effect the other way, or a change in a side signal; the % refers to the signal ratio; further: on the % scale 0 is the no-effect control and ±100 the full control effect
#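 S3 HeLa stable clones carrying a lamin A-EGFP splicing minigene plus DsRed2 were seeded at 600 cells/well in Opti-MEM with 2% FBS, pin-dosed and incubated 48 h at 37°C. Acumen cytometry (488 nm) gave the GFP/RFP total-intensity ratio.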
# RECQ1 inh: qHTS Assay for Inhibitors of RecQ-Like Dna Helicase 1 (RECQ1) | ATP-dependent DNA helicase Q1 (Homo sapiens), P46063 | AID 2549, 2010 | 0.54% of 240,000 active | Potency, µM (doses to about 57.3 µM), without a hit: at the top dose activity, negative = inhibition, hits mostly inhibitors | RECQ1 DNA unwinding, red fluorescence kinetic read;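 further: plate controls were vehicle for no effect and no enzyme for full effect; nearly all actives have a fitted effect of over 30% in size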
#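 50 nM RECQ1T1 preincubated 15 min with compound in Tris pH 8.0 buffer with MgCl2, DTT, Tween-20 and 2.5 ug/ml poly(dI-dC); started with 200 nM TAMRA/BHQ-2 forked duplex and 2 mM ATP. Unwinding read as fluorescence (525/598 nm), two reads 2 h apart.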
# ALDH1A1 block: qHTS Assay for Inhibitors of Aldehyde Dehydrogenase 1 (ALDH1A1); Purified ALDH1A1, NADH fluorescence, propionaldehyde substrate; Potency, µM (top dose mostly 75.3 µM), without a hit: top-dose activity, negative = inhibition, hits mostly inhibitors; AID 1030, 2008; 7.3% of 220,000 active; active means well fitted inhibition curve with a large enough effect, not every such curve was filed as active; inconclusive means small, poorly fitted or top-dose-only effect, or another doubt; inactive means no such curve, though single readings can be large or run the other way;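 further: plate controls were no enzyme wells and a reference inhibitor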
# Tau fibril ThT: qHTS for Inhibitors of Tau Fibril Formation, Thioflavin T Binding. recombinant tau K18 P301L (four-repeat tau fragment), heparin-induced fibrillization, ThT fluorescence. 2.1% of 270,000 active. Potency, µM (top dose mostly 57.4 µM), for the others: at the highest dose activity, negative = inhibition, actives largely listed as inhibitors. AID 1460, 2008. Microtubule-associated protein tau (Homo sapiens), P10636; further: on the % scale 0 is the no-effect control and ±100 the full control effect; nearly all actives have a fitted effect of over 55% in size
# Target sequence (P10636 561-689 P618L limits assumed): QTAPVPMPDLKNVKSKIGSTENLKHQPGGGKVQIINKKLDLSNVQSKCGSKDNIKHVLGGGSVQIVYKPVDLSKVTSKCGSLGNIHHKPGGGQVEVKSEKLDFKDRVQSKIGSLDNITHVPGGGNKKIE
#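 Heparin-induced fibrillization of the P301L-mutant K18 repeat-domain fragment of human tau was followed by ThT binding in quantitative high-throughput format.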
# L3MBTL1 block: qHTS Assay for the Inhibitors of L3MBTL1; Lethal(3)malignant brain tumor-like protein 1 (Homo sapiens), Q9Y468; AlphaScreen L3MBTL1–H3K9me1 peptide binding; Potency, µM (series often up to 57.1 µM), for inactives: at the highest dose activity, negative = inhibition, usual class: inhibitors; 0.66% of 230,000 active; further: on the % scale 0 is the no-effect control and ±100 the full control effect; nearly all actives have a fitted effect of over 60% in size
# Target sequence (Q9Y468 whole entry, looked up): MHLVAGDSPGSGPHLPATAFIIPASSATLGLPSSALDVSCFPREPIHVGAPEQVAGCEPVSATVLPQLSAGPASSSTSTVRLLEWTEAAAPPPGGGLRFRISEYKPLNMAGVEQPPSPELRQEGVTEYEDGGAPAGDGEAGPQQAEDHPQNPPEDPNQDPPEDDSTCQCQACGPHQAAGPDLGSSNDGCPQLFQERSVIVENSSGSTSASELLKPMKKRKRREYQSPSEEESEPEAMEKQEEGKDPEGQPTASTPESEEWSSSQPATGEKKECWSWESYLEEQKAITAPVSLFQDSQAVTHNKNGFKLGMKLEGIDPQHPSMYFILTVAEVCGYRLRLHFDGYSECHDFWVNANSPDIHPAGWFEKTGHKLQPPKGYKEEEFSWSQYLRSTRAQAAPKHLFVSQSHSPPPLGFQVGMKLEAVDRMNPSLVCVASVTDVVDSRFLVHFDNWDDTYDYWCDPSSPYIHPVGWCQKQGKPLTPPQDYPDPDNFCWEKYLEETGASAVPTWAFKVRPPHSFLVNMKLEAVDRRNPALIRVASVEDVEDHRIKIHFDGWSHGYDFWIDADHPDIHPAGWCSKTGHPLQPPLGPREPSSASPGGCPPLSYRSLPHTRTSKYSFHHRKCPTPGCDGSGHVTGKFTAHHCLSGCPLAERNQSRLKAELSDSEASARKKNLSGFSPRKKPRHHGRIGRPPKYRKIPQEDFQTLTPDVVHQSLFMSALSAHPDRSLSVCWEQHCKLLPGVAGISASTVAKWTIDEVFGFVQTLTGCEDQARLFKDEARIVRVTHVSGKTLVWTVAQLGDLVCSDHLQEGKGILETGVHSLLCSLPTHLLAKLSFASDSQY
#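 L3MBTL1 (50 nM) pre-complexed 30 min with biotinylated H3(1-15)K9me1 peptide (75 nM), then compounds added for 30 min at room temperature; AlphaScreen streptavidin donor/nickel chelate acceptor beads (10 ug/mL final) read after 30 min dark incubation.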
# SMN2 splice up: qHTS Assay for Enhancers of SMN2 Splice Variant Expression. 2.8% of 210,000 active. AID 1458, 2008. HEK293 SMN2-luciferase splicing reporter, luminescence, 30-36 h. Potency, µM (titrated, usually from 46.1 µM), without a hit: top-dose activity change, positive = activation, actives largely listed as activators; further: % of control where 0% means no effect; nearly all actives have a fitted effect of over 55% in size
#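 qHTS luciferase splicing reporter: luminescence rises when SMN2 exon 7 is included in transfected HEK293 cells. Compound exposure lasted 30-36 h at 37C, with 4.5 mM final sodium butyrate as control, followed by a ONE-Glo read.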
# Luc counter: Counterscreen for Luciferase (Kinase-Glo TM) Inhibition; Luciferin 4-monooxygenase (Photuris pensylvanica), Q27757; Kinase-Glo luciferase, ATP luminescence, 8 min; Potency, µM (series often up to 38.3 µM), for the others: at the highest dose activity change, negative = inhibition, actives largely listed as inhibitors; 0.28% of 200,000 active; AID 1379, 2008; further: on the % scale 0 is the no-effect control and ±100 the full control effect; nearly all actives have a fitted effect of over 60% in size
#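 Compound is pinned into ATP-containing buffer (10 uM ATP, imidazole pH 7.2, 7 mM MgCl2). Kinase-Glo luciferase reagent is then added. Light output is recorded following an 8-min room-temperature incubation.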
# * marks the source's active call; other numbers are inactive results; i = inactive; ? = inconclusive; nt = not tested or not shown; [ ] = dose if it differs, or a comment. Unless noted, the call rests on the fitted dose curve; in most records, active means well fitted curve in the direction sought with a large enough effect; inconclusive means small, poorly fitted or top-dose-only effect, or another doubt; inactive means no such curve, though single readings can be large; an effect the other way counts as inactive or inconclusive. Potency means the concentration at half of the fitted maximal effect.
# Second line of a record – KDM4E inh	LMNA splice mod	RECQ1 inh	ALDH1A1 block	Tau fibril ThT	L3MBTL1 block	SMN2 splice up	Luc counter
1. NC(=O)C1(N2CCCCC2)CCN(C(=O)c2ccc(C#Cc3ccccc3)o2)CC1
 : -3.1%	3.0%[0.0737 µM]	i	-13.8%	-4.1%	-0.8%	-3.3%	-0.7%
2. Cc1sc2nc3n(c(=O)c2c1C)Cc1ccccc1-3
 : ?	?	-1.1%	?	-6.1%	2.7%	14.1µM*	-23.8%
3. Cc1ccc(NC(=O)CSc2nnc(Cn3cnc4ccccc43)o2)c(C)c1
 : -0.7%	0.6%	7.1%	?	-4.8%	-15.0%	11.9%	-1.0%
4. N#CCSc1nc(-c2ccccc2)c2cc(Cl)ccc2n1
 : ?	-0.4%	-5.5%	?	-7.2%	6.7%	-16.4%	0.3%
5. O=C(O)c1ccccc1CSc1ccccn1
 : -1.9%	nt	-0.7%	9.4%	1.5%	-8.2%	-5.3%	0.4%
6. O=C1c2cnccc2CN1Cc1ccccc1
 : -0.4%	2.6%	-15.0%	0.6%	-8.1%	1.7%	-5.1%	0.2%
7. CCN(CC)CC(=O)Nc1ccc(-c2ccc(NC(=O)CN(CC)CC)c(OC)c2)cc1OC
 : -22.9%	-8.2%[46 µM]	i	?	-11.2%	4.3%	-27.9%	-4.9%
8. CS(=O)(=O)N1CCC2(CC1)CN(Cc1ccccc1)C2
 : nt	nt	-1.1%	-15.5%	nt	nt	3.8%	-3.5%
9. CN(C)/C=N/C(=S)Nc1cc(Cl)cc(Cl)c1
 : -1.5%	nt	4.9%	6.9%	9.4%	-13.8%	-0.4%	2.2%
10. CCC(Oc1ccccc1)C(=O)Nc1ccc(S(=O)(=O)NCC2CCCO2)cc1 (stereo not given)
 : 5.4%	?	-1.2%	2.9%	-4.3%	1.6%	-21.6%	-1.4%
11. CCOC(=O)N1CCN=C1SCc1ccc(Cl)c(Cl)c1
 : 11.7%	nt	-0.8%	-0.2%	-12.6%	43.4%[activator]	3.2%	0.8%
12. C=CCNC(=O)CSc1nc2cc(C(=O)OCC)ccc2n1CC
 : -1.7%	9.6%	-14.8%	-4.5%	-10.4%	nt	-6.4%	-2.3%
13. C=CCn1c(-c2cccn(Cc3ccc(Cl)cc3Cl)c2=O)n[nH]c1=S
 : -27.9%	7.7%	i	-9.5%	-5.5%	2.0%	-18.4%	-1.3%
14. COc1ccc(NC(=O)c2c(Nc3ccccc3)sc(C(=O)c3ccc(F)cc3)c2N)cc1
 : 38.8%[activator]	?	-11.5%	-2.8%	11.2µM*	nt	-46.2%[inhibitor]	-4.9%
15. Cc1ccc(NC(=S)N(Cc2ccccc2)Cc2cccs2)c(C)c1
 : -8.1%	nt	-3.3%	10.0%	-3.1%	nt	17.6%	0.3%
16. CCCCCCCCCCCC(=O)N1CC(=O)NC(=O)C1
 : -11.8%	nt	6.2%	1.7%	-10.1%	-0.1%	nt	nt
17. CCCCN(CC)CCNc1c(NC2CCN(C(=O)OCC)CC2)c(=O)c1=O
 : ?	-4.0%	-8.3%	?	-4.7%	nt	9.8%	-3.3%
18. Cc1onc(-c2ccccc2)c1C(=O)NCCc1ccc(S(N)(=O)=O)cc1
 : 0.1%	-9.7%	19.0%	23.8%	-8.4%	nt	4.8%	-2.9%
19. Cc1ccccc1OCC(O)Cn1c(NCc2ccco2)nc2c1c(=O)n(C)c(=O)n2C (stereo not given)
 : -3.4%	?	-3.3%	9.1%	-13.1%	-3.2%	-23.0%	-2.4%
20. CCOc1ccc(C2C(C#N)=C(C)NC3=C2C(=O)c2ccccc23)cc1 (stereo not given)
 : ?	?	-24.7%	?	?	nt	-7.8%	-3.5%
21. CCSc1ccccc1C(=O)Nc1nncs1
 : 6.1%	-5.2%	6.4%	?	-5.7%	?	12.5%	2.2%
22. CCn1c(=O)cc(OCC(=O)NCCCN2CCC(C)CC2)c2ccccc21
 : 3.9%	-29.7%	-3.7%	3.3%	-11.8%	nt	24.6%	2.5%
23. COc1ccc(C(=O)CCC(=O)O)cc1
 : -2.9%	3.9%	-6.8%	2.8%	-6.3%	nt	-14.5%	1.8%
24. C=CCC1c2cccc(C(=O)O)c2C(=O)N1c1ccc(F)cc1 (stereo not given)
 : 6.0%	1.6%	8.6%	10.3%	1.0%	nt	-0.7%	-0.4%
25. CCOc1ccc2oc(-c3ccccc3)c(C(=O)N3CCN(C)CC3)c2c1
 : ?	-2.5%	i	?	-16.7%	nt	nt	-2.1%
26. COc1ccc(C(=O)c2c[nH]c(C(=O)NCc3ccco3)c2)cc1
 : 1.8%	-3.0%	5.0%	?	-3.2%	-6.5%	15.2%	-2.7%
27. COc1ccc(-c2[nH]ncc2-c2cscn2)c(O)c1
 : 7.9%	2.8%[46 µM]	i	4.7%	-4.5%	-1.1%	2.3%	1.9%
28. O=C(Nc1nnc(-c2ccccc2Cl)o1)c1ccco1
 : -5.5%	0.0%	0.4%	0.3%	16.7%	2.1%	?	-8.4%
29. CN(c1ccccc1)c1nc(N)c([N+](=O)[O-])c(N2CCOCC2)n1
 : 11.9%	nt	-10.6%	?	-1.7%	2.2%	nt	nt
30. COc1ccc(C(=O)C2CCCN(Cc3c(C)[nH]c4ccccc34)C2)c(OC)c1 (stereo not given)
 : -18.9%	nt	2.5%	25.1µM*	?	-29.1%	nt	-0.6%
31. CCOc1cc(/C=N/O)ccc1OS(=O)(=O)c1ccc(C)cc1
 : 0.2%	20.6%	i	?	1.2%	-7.8%	9.2%	-1.5%
32. CC1=NN(C(N)=S)C(C)(C)C1
 : 4.6%	nt	i	5.3%	-3.6%	14.7%	nt	nt
33. CCOC(=O)C1=C(C)Nc2ncnn2C1c1cc(OC)ccc1OC (stereo not given)
 : 0.9%	-7.1%	-12.4%	6.4%	5.4%	2.2%[11.4 µM]	24.7%	-0.6%
34. Cc1ccc(C(=O)N2CCN(S(=O)(=O)c3ccc(C)cc3)CC2)cc1
 : -0.4%	4.2%[46 µM]	-18.1%	-1.6%	3.2%	-4.9%	-3.8%	-1.7%
35. CCCCCCOc1ccc(OC(=O)c2ccncc2)cc1
 : -4.5%	?	-2.3%	11.9%	-19.0%	-6.2%	?	-1.5%
36. O=C(NCc1cccs1)c1cc(-c2cccc(Cl)c2)on1
 : 6.4%	8.9%	-0.8%	-3.7%	-7.5%	0.0%	-1.2%	-0.4%
37. COCCCNC(=O)NC(=O)c1ccccc1
 : 5.4%	10.7%	-2.9%	-7.3%	2.1%	-0.5%	-12.5%	-7.2%
38. CCC(C)(C)NC(=O)C(c1ccncc1)N(C(=O)Cn1nnc2ccccc21)c1cc2c(cc1C(C)=O)OCO2 (stereo not given)
 : 11.7%	4.0%[46 µM]	i	5.6%	2.9%	5.6%	4.6%	-3.1%
39. COc1ccc(NC(=O)CS(=O)CC(=O)Nc2ccc(OC)c(OC)c2)cc1 (stereo not given)
 : 4.4%	-2.4%	-10.4%	-3.7%	-3.2%	5.6%	-3.1%	1.0%
40. O=C(NCC1CCCO1)C1CCN(C2CCN(Cc3ccco3)CC2)CC1 (stereo not given)
 : 4.1%	-15.5%[46 µM]	-4.7%	0.4%	-7.3%	1.2%	nt	-1.8%
41. COn1c(-c2ccccc2)nc2c1CCc1c-2no[n+]1[O-]
 : 0.8%	-8.7%	-6.5%	10.3%	-9.5%	nt	-12.1%	0.6%
42. Cc1cnn(C(=O)c2cc(-c3ccccn3)nc3ccc(Cl)cc23)c1
 : 0.4%	nt	16.0%	-15.8%	-10.9%	-2.8%	5.4%	-4.2%
43. COc1ccc(CCNC(=O)c2cccnc2)cc1OC
 : -1.0%	?	i	0.9%	2.4%	0.7%	-3.4%	-0.5%
44. COC(=O)CSc1nnc(SCc2ccccc2)s1
 : 7.5%	3.1%	-9.2%	1.4%	-2.4%	15.9%	-4.0%	-1.3%
45. CCCCn1c(SCC(=O)NCc2ccco2)nnc1-c1ccoc1C
 : -8.0%	-6.9%	-14.0%	-11.6%	?	nt	3.3%	0.6%
46. N#C/C(=C\c1c[nH]c2ccccc12)C(=O)Nc1ncc(Cc2ccc(Cl)cc2Cl)s1
 : -5.6%	-16.9%	-12.2%	7.6%	?	0.1%	-3.8%	0.1%
47. CCO[C@H]1OC(C(=O)NCc2ccccc2)=C[C@@H](C)[C@@H]1CCCO
 : 9.0%	nt	-1.7%	-15.0%	6.0%	10.1%	nt	nt
48. CCOc1ccc(NC(=S)Nc2cccc3cnccc23)cc1
 : ?	?	-0.8%	31.6µM*	?	-5.5%	-37.1%[inhibitor]	-0.2%
49. Cc1cc(C(=O)N/N=C2/CC(C)CC(C)(C)C2)c(C)o1 (stereo not given)
 : 46.2%[activator]	?	?	-9.3%	-7.8%	2.2%	2.4%	-1.6%
50. CCOCCCn1c(=S)[nH]c2cc(C(=O)NCC(OC)OC)ccc2c1=O
 : 0.1%	nt	i	8.91µM*	-3.5%	nt	-35.5%[inhibitor]	-1.1%
51. Cc1nn(-c2ccccc2Cl)c(Cl)c1/C=C(\C#N)C(N)=O
 : 8.0%	4.2%	6.9%	3.5%	-0.6%	-14.3%	-16.6%	0.0%
52. O=C(CSCc1ccc(Cl)cc1Cl)Nc1nccs1
 : -1.4%	6.0%	-15.7%	-10.4%	-8.7%	8.5%	-11.3%	5.8%
53. O=[N+]([O-])c1ccc2c(c1)nc1n2CCCCC1
 : 14.2%	-3.9%[46 µM]	i	0.2%	-4.6%	4.5%	-12.2%	-0.7%

# Screening results from PubChem BioAssay.

# Some of the compounds tested (hit frequency here may not be typical).
